Assay outcomes: PubChem, Sanford-Burnham Center for Chemical Genomics
SUMO1 PPI mod – alters human SUMO1 binding to SIM partners; SUMO1 binding to a labelled peptide, TR-FRET, 1 h; P63165; 360,000 tested, 0.33% active; inhibition, % at 20 µM; in the data active means inhibition above about 37%
DNMT1 inh – blocks human DNA methyltransferase DNMT1 | inhibition (reported as % activation of signal), % at 10 µM | 360,000 tested, 0.83% active | DNMT1 molecular beacon, Hinp1I cleavage, fluorescence | P26358; in the data active means inhibition above about 50%
Rpn11 inh – blocks the human proteasome subunit Rpn11. O00487. human 26S proteasome, Ub4-pepOG fluorescence polarization; 20S core pre-blocked with epoxomicin. calls only at 20 µM. 360,000 tested, 0.59% active. AID 588493;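 active means inhibition at 20 µM, scaled to each plate's controls, above about 33%, limit read from the data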
Scp-1 inhibitor – Scp-1 (human) phosphatase inhibition | Q9GZU7 | Recombinant Scp1, phosphopeptide, malachite green phosphate absorbance | inhibition, % at 20 µM | 340,000 tested, 0.88% active | AID 493091;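 active means inhibition above about 50% at 20 µM, limit read from the data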;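 further: plate controls were DMSO wells with enzyme for no effect and wells lacking enzyme for full effect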
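Times: enzyme reaction 45 min at room temperature, colour 5 min, stabilisation 30 min. Material: SCP-1 catalytic fragment, aa 76-261. Medium: Acidic Tris acetate buffer with magnesium and detergent. Signal: colorimetric free-phosphate detection, absorbance 630 nm. Read-out basis: % inhibition of SCP-1 phosphate liberation. Reagent: Phosphorylated 17-residue peptide substrate.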
SKN-1 block – blocks SKN-1 activity in C. elegans | C. elegans VP596 Pgst-4::GFP/RFP ratio, acrylamide-induced, 24 h | 360,000 tested, 0.49% active | inhibition, % at 21.8 µM;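 active means interference check ratio from 0.5 to 1.5 plus GFP to RFP signal ratio inhibition reaching or exceeding a fixed threshold, cut at about 30% in these data, passing the limit was not always enough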; further: some compounds called inactive have numbers as strong as hits
STEP inh – blocks human striatal-enriched tyrosine phosphatase; inhibition, % at 20 µM; 360,000 tested, 0.25% active; recombinant STEP, OMFP fluorogenic substrate, fluorescence;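 active means inhibition at 20 µM, scaled per plate between control wells, above about 37%, limit read from the data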;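 further: 0% = DMSO with enzyme and substrate and 100% = substrate only without enzyme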
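System: STEP phosphatase, cell-free reaction; Buffer or medium: Bis-Tris pH 6.0 buffer with DTT, detergent; Incubation: 20 min at room temperature, dark; Measured by: fluorescence, 480/540 nm.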
LMPTP inh – blocks human LMPTP phosphatase. AID 651560. 360,000 tested, 0.22% active. recombinant LMPTP-A, OMFP fluorogenic substrate, fluorescence intensity. P24666. inhibition, % at 20 µM;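 active means compounds that cut the enzyme signal by at least half of the control window in the single-dose screen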;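 further: plate controls were DMSO wells with enzyme plus substrate for no effect and substrate without enzyme for full effect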
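Material: LMPTP-A; amount: 0.625 nM enzyme; doses: single 20 µM dose; times: reaction 50 min, room temperature, dark; technique: fluorescence intensity of OMFP turnover product; benchmarks: no-enzyme and uninhibited controls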
CendR NRP1 mod – modulators of CendR peptide binding to human neuropilin-1. 360,000 tested, 0.85% active. O14786. AID 602438. FAM-RPARPAR peptide binding to NRP-1, fluorescence polarization. inhibition, % at 25 µM;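 active means inhibition or corrected inhibition above about 18%, plus a signal ratio from 0.5 to 1.5, limit read from the data, passing the limit was not always enough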; further: strong numbers were not always called active
Target sequence (O14786 whole entry, looked up): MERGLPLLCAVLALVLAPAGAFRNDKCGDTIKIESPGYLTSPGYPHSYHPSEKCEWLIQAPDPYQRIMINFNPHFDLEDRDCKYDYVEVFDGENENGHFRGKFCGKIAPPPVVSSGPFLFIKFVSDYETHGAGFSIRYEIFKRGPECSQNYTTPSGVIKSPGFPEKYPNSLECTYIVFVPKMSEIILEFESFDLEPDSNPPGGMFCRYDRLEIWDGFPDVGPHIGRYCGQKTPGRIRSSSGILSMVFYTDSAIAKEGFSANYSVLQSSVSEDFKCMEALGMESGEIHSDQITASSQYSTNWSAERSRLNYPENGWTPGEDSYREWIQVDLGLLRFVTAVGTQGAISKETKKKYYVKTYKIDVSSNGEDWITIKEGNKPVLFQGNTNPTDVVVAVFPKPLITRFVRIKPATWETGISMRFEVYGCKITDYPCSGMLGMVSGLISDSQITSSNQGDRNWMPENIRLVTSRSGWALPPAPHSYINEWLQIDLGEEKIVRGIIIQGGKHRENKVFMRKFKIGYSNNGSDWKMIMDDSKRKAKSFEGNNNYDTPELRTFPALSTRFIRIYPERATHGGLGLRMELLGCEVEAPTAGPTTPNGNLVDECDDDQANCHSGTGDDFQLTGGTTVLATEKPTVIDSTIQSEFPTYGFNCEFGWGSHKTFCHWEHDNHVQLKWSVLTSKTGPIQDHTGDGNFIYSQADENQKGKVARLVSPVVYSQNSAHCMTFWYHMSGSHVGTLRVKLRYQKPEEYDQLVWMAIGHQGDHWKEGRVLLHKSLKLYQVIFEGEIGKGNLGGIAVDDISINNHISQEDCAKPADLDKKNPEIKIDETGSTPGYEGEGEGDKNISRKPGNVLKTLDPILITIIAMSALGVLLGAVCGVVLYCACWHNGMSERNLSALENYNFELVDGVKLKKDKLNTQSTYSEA
MT1-MMP act inh – blocks activation of human MT1-MMP; AID 651647; P50281; 360,000 tested, 0.061% active; GFP/RFP ratio change, % at 20 µM; HT1080 RFP-PRO-GFP cells, GFP/RFP ratio fluorescence, overnight; percent of plate control window, DMSO zero;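 active means GFP/RFP ratio change of at least 30% with cell ATP level not reduced by more than half and red fluorescence within 50% of control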; further: strong numbers were not always called active
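Assay system: HT1080 RFP-PRO-GFP cells | Dosing: 20 µM single dose, 1% DMSO | Incubation: Cells overnight before dosing, compound overnight, 37 °C, 5% CO2 | Evaluation: GFP/RFP fluorescence ratio | Control set: DMSO-only wells and HT1080 RFP-L50D-GFP cell wells as references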
NadD inh – inhibitors of Staphylococcus aureus NadD; purified NadD enzyme, colorimetric absorbance read-out; inhibition, % at 20 µM; 360,000 tested, 0.78% active; in the data active means inhibition above about 26%; further: some compounds past the cut are filed as inactive
The depositor's hits bear a star; i = inactive; . = no result given; + = active, no number; & = joins results of further samples.

1: COc1ccccc1NC(=O)O/N=C(\N)c1ccccc1
2: COc1ccccc1NC(=O)c1ccccc1NC(=O)c1cc(Cl)ccc1NC(=O)c1ccco1
3: COc1ccccc1Nc1nc(NCCO)nc(N2CCCC2)n1
4: O=C(Cc1ccc2c(c1)OCCO2)N1CCN(S(=O)(=O)c2cccc(Cl)c2Cl)CC1
5: COc1ccccc1OCC(=O)Nc1c2c(nn1-c1ccc(C)cc1)CS(=O)(=O)C2
screen / no.	1	2	3	4	5
SUMO1 PPI mod	-1	1	9	5	4
DNMT1 inh	4	-8	2	-1	5
Rpn11 inh	i	i	i	i	i
Scp-1 inhibitor	-4	-10	-12	-8	-2
SKN-1 block	2	-15	-14	18	0
STEP inh	4	-2	-1	-2	3
LMPTP inh	1.2	1.5	-1.0	-0.1	-1.3
CendR NRP1 mod	-8	-13	-4	-11	-9
MT1-MMP act inh	2	-6	5	0	-2
NadD inh	-1	24	-3	2	-7

6: COc1cc(CC(=O)N(C)CC(=O)Nc2cc(C)ccc2C)cc(OC)c1OC
7: COc1ccc(CNC(=O)c2cccc(S(=O)(=O)N3CCN(c4ccc(F)cc4)CC3)c2)cc1
8: Cc1nc(N)nc(N/N=C/c2c(F)cccc2Cl)n1
9: CN1C(=O)N(C)C2(CC1(C)C)CC(C)(C)N(C)C(=O)N2C
10: COc1ccccc1OCc1cc(C(=O)N2CC3C[C@@H]4CC2C[C@H](C3)C4)no1
screen / no.	6	7	8	9	10
SUMO1 PPI mod	-2	5	-1	0	2
DNMT1 inh	-2	-2	1	2	-1
Rpn11 inh	i	i	i	i	i
Scp-1 inhibitor	-7	1	-9	-8	-7
SKN-1 block	12	6	-17	10	12
STEP inh	0	0	-2	-5	4
LMPTP inh	-0.9	4.8	-2.2	-10	0.6
CendR NRP1 mod	5	-2	-2	4	12
MT1-MMP act inh	3	-3	-2	4	-3
NadD inh	5	5	1	-1	-2

11: Cc1ccc(OCc2cc(C(=O)Nc3ccccc3)oc2C)cc1
12: Cn1cncc1C#Cc1ccc2cc(C3(O)CCCCC3)oc(=O)c2c1
13: NS(=O)(=O)c1ccc(CCNC(=O)c2ccc(OCC3CCCO3)cc2)cc1 (stereo not drawn)
14: COc1ccc(CNc2ccc(N3CCN(C(C)=O)CC3)cc2)cc1OC
15: CCCCN(C(=O)c1ccc(S(=O)(=O)N(C)C)cc1)c1ccccc1
screen / no.	11	12	13	14	15
SUMO1 PPI mod	-6	-100	3	0	-1
DNMT1 inh	-8	21	0	-1	-4
Rpn11 inh	i	+	i	i	i
Scp-1 inhibitor	-18	-5	3	-8	-4
SKN-1 block	12	22	-1	-2	3
STEP inh	3	0	6	2	4
LMPTP inh	0.8	-0.7	0.3	-0.8	-0.3
CendR NRP1 mod	1	-51	6	-3	-5
MT1-MMP act inh	-4	9	-2	7	-7
NadD inh	-7	8	-2	6	-6

Marked active in Rpn11 inh, of those listed so far:
12: Cn1cncc1C#Cc1ccc2cc(C3(O)CCCCC3)oc(=O)c2c1
screen / no.	12
SUMO1 PPI mod	-100
DNMT1 inh	21
Rpn11 inh	+
Scp-1 inhibitor	-5
SKN-1 block	22
STEP inh	0
LMPTP inh	-0.7
CendR NRP1 mod	-51
MT1-MMP act inh	9
NadD inh	8

By substructure, the entries above containing a carbonyl joined to an NH by a bond outside any ring (7)
1: COc1ccccc1NC(=O)O/N=C(\N)c1ccccc1
2: COc1ccccc1NC(=O)c1ccccc1NC(=O)c1cc(Cl)ccc1NC(=O)c1ccco1
5: COc1ccccc1OCC(=O)Nc1c2c(nn1-c1ccc(C)cc1)CS(=O)(=O)C2
6: COc1cc(CC(=O)N(C)CC(=O)Nc2cc(C)ccc2C)cc(OC)c1OC
7: COc1ccc(CNC(=O)c2cccc(S(=O)(=O)N3CCN(c4ccc(F)cc4)CC3)c2)cc1
11: Cc1ccc(OCc2cc(C(=O)Nc3ccccc3)oc2C)cc1
13: NS(=O)(=O)c1ccc(CCNC(=O)c2ccc(OCC3CCCO3)cc2)cc1 (stereo not drawn)
screen / no.	1	2	5	6	7	11	13
SUMO1 PPI mod	-1	1	4	-2	5	-6	3
DNMT1 inh	4	-8	5	-2	-2	-8	0
Rpn11 inh	i	i	i	i	i	i	i
Scp-1 inhibitor	-4	-10	-2	-7	1	-18	3
SKN-1 block	2	-15	0	12	6	12	-1
STEP inh	4	-2	3	0	0	3	6
LMPTP inh	1.2	1.5	-1.3	-0.9	4.8	0.8	0.3
CendR NRP1 mod	-8	-13	-9	5	-2	1	6
MT1-MMP act inh	2	-6	-2	3	-3	-4	-2
NadD inh	-1	24	-7	5	5	-7	-2

The listing continues.
16: COc1ccc(CC(=O)NCc2nnc(SCC(=O)Nc3cccc(F)c3)n2C)cc1
17: O=C(CCN1C(=O)c2ccccc2C1=O)Nc1ccc(-c2cn3ccsc3n2)cc1
18: O=C1CC2(CCCCC2)Oc2ccc(F)cc21
19: C=CCN(CC(=O)NC1CCCC1)C(=O)C(=O)Nc1ccc2c(c1)OCCO2
20: CC(=O)c1ccccc1NC(=O)COC(=O)C1COc2ccccc2O1 (stereo not drawn)
screen / no.	16	17	18	19	20
SUMO1 PPI mod	3	-4	2	-1	-6
DNMT1 inh	1	-4	6	3	1
Rpn11 inh	i	i	i	i	i
Scp-1 inhibitor	-1	-9	-9	1	.
SKN-1 block	-8	-1	11	7	8
STEP inh	-2	-1	1	-2	-2
LMPTP inh	-0.2	-0.5	0.8	0.9	-0.6
CendR NRP1 mod	3	10	2	17	5
MT1-MMP act inh	0	9	2	1	-1
NadD inh	-8	-3	-2	-7	-9

21: Cc1ccc(CN2CCN(CC(=O)O)C2=O)cc1
22: O=C(NC1CCN(Cc2ccccc2)CC1)c1[nH]c(C(F)(F)F)nc1-c1ccccc1
23: Cc1nc(-c2ccccc2)ccc1C(=O)O
24: Cn1ncc(Cl)c1C(=O)N1CCN(S(=O)(=O)c2ccc(F)cc2)CC1
screen / no.	21	22	23	24
SUMO1 PPI mod	1	4&4	2	5
DNMT1 inh	-2	2&1	-5	0
Rpn11 inh	i	i	i	i
Scp-1 inhibitor	-8	.	1	-2
SKN-1 block	-6	-2&0	0	8
STEP inh	-1	0&1	-3	0
LMPTP inh	-1.9	-2.2&-1.5	-2.3	0.4
CendR NRP1 mod	15	8&-4	-8	-8
MT1-MMP act inh	1	5&2	6	-5
NadD inh	3	-5&-2	-7	-2

Looked up above.
#15 in CendR NRP1 mod is entered as -5
#11 in NadD inh is entered as -7
